Screening results (PubChem BioAssay)
aSyn yeast inh – alpha-synuclein toxicity inhibition in yeast. Yeast expressing alpha-synuclein, growth rescue, BacTiter-Glo, 24 h. Potency, µM (highest dose often 46.1 µM), without a hit: at the highest dose growth rescue (activation), usual class: activators. 370,000 tested, 0.14% active; also: potency is read from the fitted curve at half-maximal effect; % of control where 0% means no effect; nearly all actives have a fitted effect of over 65% in size
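Screening used galactose-induced yeast with toxic alpha-synuclein levels, exposed to compound for 24 hr at 30 deg C. Cell growth, read with BacTiter-Glo luminescence, gave the measured signal.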
D3 ag – activates the human D3 dopamine receptor; P35462; D3R DiscoveRx beta-arrestin cells, luminescence, 90 min; max activation, %; 410,000 tested, 0.58% active; AID 652048; in the data active = max activation above about 30%; also: 0% is about no effect; mostly tested at two doses, the higher about 12 µM
Target sequence (P35462 whole entry, looked up): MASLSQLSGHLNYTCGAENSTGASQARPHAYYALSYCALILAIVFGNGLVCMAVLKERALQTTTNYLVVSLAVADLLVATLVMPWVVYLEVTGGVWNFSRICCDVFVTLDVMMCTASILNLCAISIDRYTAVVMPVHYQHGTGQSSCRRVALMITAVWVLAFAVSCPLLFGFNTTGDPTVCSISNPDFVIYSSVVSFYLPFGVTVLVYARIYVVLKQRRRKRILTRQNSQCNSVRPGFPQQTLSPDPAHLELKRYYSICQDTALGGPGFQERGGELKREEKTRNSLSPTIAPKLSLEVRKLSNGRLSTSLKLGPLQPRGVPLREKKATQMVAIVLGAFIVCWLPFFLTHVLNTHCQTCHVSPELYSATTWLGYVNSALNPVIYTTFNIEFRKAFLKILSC
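Cells at 1500/well, incubated overnight, then treated with pinned compounds (dopamine as control) for 90 min at 37 degrees C. DiscoveRx reagent added for 30 - 60 minutes at room temperature; luminescence read.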
EPAC2 ag – agonists of human EPAC2 (RAPGEF4); Q8WZA2; EPAC2 activation, biochemical qHTS; response scale: 100% = 6.5 mM cAMP response; Potency, µM (series often up to 154 µM), for the others: at the highest dose activation, most hits filed as activators; 360,000 tested, 0.079% active; AID 720711; also: potency is read from the fitted curve at half-maximal effect; nearly all actives have a fitted effect of over 50% in size
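Compounds were added across a concentration range to EPAC2 (100 nM), RAP1B-BODIPY-GDP (250 nM) and GDP (50 uM). After 5 min at room temperature, fluorescence was recorded at 5-min intervals for 30 min.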
Abeta yeast res – compounds reversing amyloid beta toxicity in yeast; yeast expressing A-beta42, growth rescue, OD600, 48 h; response scale: 0% DMSO, 100% iron-clioquinol control; Potency, µM (highest dose often 46.1 µM), for inactives: at the top dose growth rescue, hits mostly activators; 410,000 tested, 0.063% active; AID 1347071; also: potency is read from the fitted curve at half-maximal effect; nearly all actives have a fitted effect of over 55% in size
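Growth rescue measured by 600 nm absorbance after 48 h yeast culture at 30 C with compound. Values normalized between DMSO and an equimolar ferric chloride plus clioquinol control.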
EPAC2 antag – EPAC2 (human) antagonism | 360,000 tested, 0.18% active | EPAC2 GEF exchange of Rap1B-BODIPY-GDP, fluorescence | Potency, µM (highest dose often 114 µM), without a hit: at the top dose activity, negative = inhibition, most hits filed as inhibitors | Q8WZA2 | AID 720708; also: potency is read from the fitted curve at half-maximal effect; % is scaled to controls: 0 for no effect and ±100 for the full control effect; nearly all actives have a fitted effect of over 45% in size; many of its hits are not listed in these tables
TDP43 rescue – TDP-43 toxicity inhibition in yeast; Potency, µM (series often up to 46.1 µM), for inactives: at the top dose growth rescue (activation), hits mostly activators; AID 652104; TDP-43 expressing yeast growth rescue, BacTiter-Glo, 24 h; 410,000 tested, 1.8% active; also: potency is read from the fitted curve at half-maximal effect; % of control where 0% means no effect; nearly all actives have a fitted effect of over 50% in size
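Cell-based yeast growth screen: TDP-43 expression induced in galactose, inoculum OD600=0.02 after raffinose pregrowth to mid-log. Read-out BacTiter-Glo luminescence at 24 hr, 30 deg C; inhibition of toxicity seen as signal increase.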
DRD3 antagonist – antagonists of human D3 dopamine receptor; D3R cells, DiscoveRx beta-arrestin luminescence, antagonist mode; stronger effect = lower value; max response, negative = inhibition, %; 360,000 tested, 2.5% active; AID 652054; in the data active = max response below about -50%; inconclusive = no clear call, values can overlap the other calls; also: % is scaled to controls: 0 for no effect and ±100 for the full control effect; mostly tested at two doses, the higher about 12 µM
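Cells plated overnight at 1500 cells/well, then exposed to library compounds with dopamine controls for 90 minutes at 37 degrees C. DiscoveRx reagent added for 30–60 minutes at room temperature; luminescence read, quantitative HTS format.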
FUS suppressor – rescues growth of FUS-expressing yeast; S. cerevisiae FUS-expressing, growth rescue, OD600, 24 h; Potency, µM (doses to about 76.6 µM), for inactives: at the highest dose growth rescue (activation), actives largely listed as activators; 390,000 tested, 0.24% active; AID 1347120;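 also: potency is read from the fitted curve at half-maximal effect; plate controls were DMSO vehicle for no effect and reference control for full effect; nearly all actives have a fitted effect of over 55% in size; some results filed as inactive show a strong effect at the top dose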
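Galactose (2%) drives FUS expression in yeast precultured in raffinose; seeding density OD 0.005. Test compounds incubated 24hr at 30C and 99% humidity before absorbance at 600 nm was measured.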
The depositor's hits bear a star; ? = inconclusive; nt = no result given; [ ] = another dose, or the depositor's remark. Unless noted, calls follow the shape of the dose curve; as a rule, active = well fitted curve in the direction sought with a large enough effect; inconclusive = small, poorly fitted or top-dose-only effect, or another doubt; inactive = no such curve, though single readings can be large; an effect the other way counts as inactive or inconclusive. A portion of the library (hit frequency here may not be typical).

Order of values: aSyn yeast inh, EPAC2 ag, D3 ag, EPAC2 antag, FUS suppressor, DRD3 antagonist, Abeta yeast res, TDP43 rescue
1) CCOC(=O)C1=C(COC(=O)C2CC(=O)N(c3ccc(CC)cc3)C2)NC(=O)NC1C (stereo unspecified)
  0%, 1%, 1, 5%, -4%, 1, -8%, 2%
2) O=C(Nc1ccc(F)cc1)C1CCN(c2nc3ccccc3n3cccc23)CC1
  nt, nt, 2, nt, -3%, nt, -7%, 13%
3) Cc1c2cnn(-c3ccccc3)c(=O)c2c(C)n1CC(=O)NCc1ccccc1Br
  nt, nt, 5, nt, -6%, nt, 0%, 2%
4) CCN(Cc1nc(-c2cccc(C)c2)no1)C(=O)c1ccco1
  25%, 12%, 17, -15%, -10%, 1, -7%, ?
5) Cc1ccccc1CC(=O)N1CCN(S(=O)(=O)c2cccs2)CC1
  5%, 1%, 2, 0%, 8%, 0, 13%, 29%
6) Cc1cccc(OCC(=O)O/N=C(\N)c2ccccn2)c1
  -1%, 5%, 9, 2%, 19%, 8, -9%, -3%
7) Cc1ccc(N(CC(=O)Nc2cc(C)ccc2C)S(C)(=O)=O)cc1
  -7%, 9%, 2, 0%, 17%, -2, -2%, -16%
8) Cc1ccc(C)c(N2CCN(C(=O)Cn3ncc4ccsc4c3=O)CC2)c1
  16µM*, nt, 0, nt, ?, nt, -26%, -6%
9) CCOC(=O)c1ccc(-c2ccc(/C=N/NC(=O)CN(c3ccccc3Br)S(C)(=O)=O)o2)cc1
  ?, 8%, 11, 1%, nt, 25, 18%, 20%
10) COc1ccccc1C(CNc1nc(C(F)(F)F)nc2ccccc12)N(C)C (stereo unspecified)
  2%, 1%, -12, 7%, 8%, 3, -3%, -4%
11) CCOC(=O)c1c(C)[nH]c(C(=O)OCC(=O)NCCc2ccc(OCC)c(OCC)c2)c1C
  2%, -17%, 4, 8%, 7%, 11, -1%, 7%
12) O=C(NC(=S)NC(=O)c1ccccc1F)c1ccccc1F
  1%, 1%, 5, -7%, 3%, -16, 12%, -12%
13) CC(C)=CC(=O)Nc1nnc(-c2ccccc2C)s1
  2%, 5%, -1, 8%, -7%, -4, -8%, 13%
14) COc1cc(/C=C2\SC(=O)N(Cc3ccc(Cl)cc3)C2=O)cc([N+](=O)[O-])c1O
  13%, 5%, 12, -21%, -4%, 5, -2%, 6%
15) CCc1ccc2[nH]c(=O)c(CN(CCCN3CCOCC3)C(=O)Nc3ccc(Cl)cc3)cc2c1
  4%, -3%, 4, -5%, 20%, 21, 2%, -2%
16) O=C(CSc1nc2ccc(F)cc2c(=O)n1-c1ccccc1)Nc1ccc2c(c1)CCC2
  9%, 1%, 1, 5%, ?, 0, -11%, 7%
17) O=C1CSC(c2cccc(Cl)c2Cl)N1c1ccccn1 (stereo unspecified)
  19%, 26%, -3, ?, 36%, -17, -6%, 14µM*
18) COC(=O)c1c(NC(=O)COc2ccc(Cl)cc2C)sc2c1CCCCC2
  nt, nt, -2, nt, -19%, nt, -23%, 13%
19) Cc1cccc(CSc2ncnc3c2cnn3Cc2ccccc2)c1
  -4%, 6%, -15, 6%, 21%, -7, 10%, -19%
20) CCOc1ccc(NS(=O)(=O)c2ccc3[nH]cc(C(=O)N4CCCCCC4)c(=O)c3c2)cc1
  nt, nt, 8, nt, 19%, nt, 6%, 24%
21) CN1CCN(NC(=S)NC2CCCC2)CC1
  8%, 2%, 1, 2%, -9%, 10, 0%, 6%
22) COC(=O)[C@H]1[C@@H](C)N(Cc2ccccc2)C(=O)N[C@H]1c1ccccc1
  -3%, 9%, 3, -5%, -3%, -55*, 1%, -7%
23) CCCc1cc(=O)oc2c3c(cc(OCC(=O)N[C@@H](C)C(=O)O)c12)OC(C)(C)CC3
  -3%, 11%, 0, -4%, 19%, -5, -8%, -13%
24) CCc1ccccc1NC(=S)N(Cc1ccco1)C(C)c1cccs1 (stereo unspecified)
  6%, 11%, 0, 0%, -23%, 3, ?, 0%
25) Cc1cc(/C=N/NC(N)=O)c(C)c(CO)c1
  1%, 4%, -3, -6%, nt, 13, 12%, 7%
26) CCOC(=O)Cc1c(C)nc2c(-c3ccc(Cl)cc3)c(C)[nH]n2c1=O
  8%, -9%, -2, -3%, 12%, -16, 4%, -18%
27) COc1ccccc1C(=O)Nc1ccc(OCC(=O)N2CC(C)CC(C)C2)cc1 (stereo unspecified)
  11%, 5%, 2, 13%, 8%, -1, -7%, ?
28) COc1cc(C(=O)Nc2ccc3c(c2)OCCO3)ccc1OC(C)C
  3%, 20%, 5, -6%, -11%, 11, ?, 27%
29) O=C(NNc1ccccn1)C(=O)NNS(=O)(=O)c1ccc(Cl)cc1
  1%, 0%, 9, -6%, nt, 16, 23%, 2%
30) NN/C(=C\[N+](=O)[O-])Nc1ccccc1
  1%, 9%, 12, 7%, 46%, -8, 16%, -14%[0.397 µM]
31) CC(C)(C)c1ccc2oc(=O)cc(-c3cccc(-c4ccc(C(F)(F)F)cc4)c3)c2c1
  1%, -8%, -1, 7%, -16%, 10, 5%, 23%
32) Cc1cc[n+](CC(=O)Nc2cc(C(F)(F)F)ccc2Cl)cc1
  5%, 9%, -33, -3%, -10%, -192*, -13%, 12%
33) Cc1ccc(-c2nnc(SCC(=O)N/N=C/c3cccs3)n2-c2ccc(C)cc2)cc1
  3%, -5%, -6, 15%, -13%, 12, 11%, 22µM*
34) O=C(Nc1nc(-c2ccc(-c3ccccc3)cc2)cs1)C1CCCO1 (stereo unspecified)
  -3%, -1%, 3, -2%, 25%, -2, 8%, 8%
35) CCCCOc1ccc(/C=C/C(=O)N(CC)CC(=O)Nc2ccc3c(c2)OCCO3)cc1OC
  1%, 1%, -20, -7%, ?, -7, 4%, 25%
36) CCOc1cc(N2CCOCC2)c(OCC)cc1NC(=O)c1ccccc1N1CCCC1=O
  0%, -8%, 1, -1%, -2%, 27, 3%, 20%
37) Cc1ccc(O)c(NC(=O)CSc2n[nH]c(C)c2[N+](=O)[O-])c1
  1%, -1%, 18, 0%, 15%, 18, 3%, -18%
38) c1ccc(-c2cc(-c3ccccc3)on2)cc1
  7%, 5%, 5, 7%, -22%, -2, 5%, 0%
39) CCc1ccccc1NS(=O)(=O)c1ccc2c(c1)CC(=O)N2
  nt, nt, -4, nt, 6%, nt, -8%, 13%
40) COc1cc(CN2CCC(C(=O)NC(c3ccccc3)c3ccsc3)CC2)cc(OC)c1 (stereo unspecified)
  -2%, 4%, -19, -9%, 2%, ?, -2%, -1%

An excerpt from above in order of SMILES length, highest first:
Order of values: aSyn yeast inh, EPAC2 ag, D3 ag, EPAC2 antag, FUS suppressor, DRD3 antagonist, Abeta yeast res, TDP43 rescue
20) CCOc1ccc(NS(=O)(=O)c2ccc3[nH]cc(C(=O)N4CCCCCC4)c(=O)c3c2)cc1
  nt, nt, 8, nt, 19%, nt, 6%, 24%
22) COC(=O)[C@H]1[C@@H](C)N(Cc2ccccc2)C(=O)N[C@H]1c1ccccc1
  -3%, 9%, 3, -5%, -3%, -55*, 1%, -7%
18) COC(=O)c1c(NC(=O)COc2ccc(Cl)cc2C)sc2c1CCCCC2
  nt, nt, -2, nt, -19%, nt, -23%, 13%
4) CCN(Cc1nc(-c2cccc(C)c2)no1)C(=O)c1ccco1
  25%, 12%, 17, -15%, -10%, 1, -7%, ?
6) Cc1cccc(OCC(=O)O/N=C(\N)c2ccccn2)c1
  -1%, 5%, 9, 2%, 19%, 8, -9%, -3%
30) NN/C(=C\[N+](=O)[O-])Nc1ccccc1
  1%, 9%, 12, 7%, 46%, -8, 16%, -14%[0.397 µM]

Back to the main list, starting six compounds before the break.
Order of values: aSyn yeast inh, EPAC2 ag, D3 ag, EPAC2 antag, FUS suppressor, DRD3 antagonist, Abeta yeast res, TDP43 rescue
35) CCCCOc1ccc(/C=C/C(=O)N(CC)CC(=O)Nc2ccc3c(c2)OCCO3)cc1OC
  1%, 1%, -20, -7%, ?, -7, 4%, 25%
36) CCOc1cc(N2CCOCC2)c(OCC)cc1NC(=O)c1ccccc1N1CCCC1=O
  0%, -8%, 1, -1%, -2%, 27, 3%, 20%
37) Cc1ccc(O)c(NC(=O)CSc2n[nH]c(C)c2[N+](=O)[O-])c1
  1%, -1%, 18, 0%, 15%, 18, 3%, -18%
38) c1ccc(-c2cc(-c3ccccc3)on2)cc1
  7%, 5%, 5, 7%, -22%, -2, 5%, 0%
39) CCc1ccccc1NS(=O)(=O)c1ccc2c(c1)CC(=O)N2
  nt, nt, -4, nt, 6%, nt, -8%, 13%
40) COc1cc(CN2CCC(C(=O)NC(c3ccccc3)c3ccsc3)CC2)cc(OC)c1 (stereo unspecified)
  -2%, 4%, -19, -9%, 2%, ?, -2%, -1%
41) CC(OC(=O)C1CCCCC1)C(=O)Nc1cccc([N+](=O)[O-])c1 (stereo unspecified)
  0%, 16%, 1, -10%, -14%, -13, ?, ?
42) COc1ccc(/C=C2\Oc3cc(OCC(=O)N4CCC[C@H]4C(=O)O)ccc3C2=O)cc1OC
  0%, 4%, 3, -16%, 27%, 7, -14%, 16%
43) COc1ccc(CN2CCN(C(C)C)C(CCO)C2)cc1Cn1cccn1 (stereo unspecified)
  -1%, 2%, 3, -30%, 2%, 13, -12%, -15%
44) Cc1nc(CSc2ccc(Br)cc2)cs1
  -1%, 9%, 6, -15%, 7%, 3, 13%, 16%
45) Cc1ccc(C(=O)/C=C/NNC(=O)c2ccccc2O)cc1
  6%, -1%, -3, -19%, 25%, -3, 8%, 17%
46) Cc1onc(-c2ccccc2Cl)c1C(N)=O
  -1%, 11%, -10, 8%, -4%, 0, -6%, 22%
47) O=C(CN(C(=O)CCC(=O)Nc1ccccn1)c1ccc2c(c1)OCO2)NCc1ccco1
  -2%, 7%, -15, -1%, 4%, 0, -6%, -6%
48) C(=C\CSc1nnnn1-c1ccccc1)/CSc1nnnn1-c1ccccc1
  6%, 4%, 2, 4%, 6%, 6, -22%, 30%
49) Cc1ccc(-n2ncc3c(N4CCN(C)CC4)ncnc32)cc1
  nt, nt, 1, nt, -3%, nt, -20%, 4%
